Tau filament bind: binders of human tau filaments | Potency, µM (series often up to 57.1 µM), for the others: at the highest dose activity change, negative = inhibition | recombinant tau filaments, thioflavin S fluorescence, 15 h; filaments grown with octadecylsulfate alongside compound | AID 596 | 71,000 compounds, 2% hits | P10636;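 note: potency is the fitted concentration of half-maximal effect; % is set by controls: 0 for no effect and ±100 for the full control effect; actives lower thioflavin S fluorescence by blocking filaments or displacing dye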
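His-tagged recombinant human tau (exons 2, 3 and 10 included), 1 uM, was induced to fibrillize by 30 uM sodium octadecylsulfate with compound present. After 15 h at 37 C, thioflavine S fluorescence (ex 450, em 510 nm) was read.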
15-hLO inh: 15-hLO (ALOX15) enzyme inhibition; purified 15hLO-1, xylenol orange hydroperoxide absorbance; Potency, µM (top dose mostly 57.1 µM), without a hit: at the highest dose activity change, negative = inhibition, usual class: inhibitors; 74,000 compounds, 1.4% hits; note: potency is the fitted concentration of half-maximal effect; % is set by controls: 0 for no effect and ±100 for the full control effect; nearly all actives have a fitted effect of over 55% in size
Target sequence (P16050 whole entry, looked up): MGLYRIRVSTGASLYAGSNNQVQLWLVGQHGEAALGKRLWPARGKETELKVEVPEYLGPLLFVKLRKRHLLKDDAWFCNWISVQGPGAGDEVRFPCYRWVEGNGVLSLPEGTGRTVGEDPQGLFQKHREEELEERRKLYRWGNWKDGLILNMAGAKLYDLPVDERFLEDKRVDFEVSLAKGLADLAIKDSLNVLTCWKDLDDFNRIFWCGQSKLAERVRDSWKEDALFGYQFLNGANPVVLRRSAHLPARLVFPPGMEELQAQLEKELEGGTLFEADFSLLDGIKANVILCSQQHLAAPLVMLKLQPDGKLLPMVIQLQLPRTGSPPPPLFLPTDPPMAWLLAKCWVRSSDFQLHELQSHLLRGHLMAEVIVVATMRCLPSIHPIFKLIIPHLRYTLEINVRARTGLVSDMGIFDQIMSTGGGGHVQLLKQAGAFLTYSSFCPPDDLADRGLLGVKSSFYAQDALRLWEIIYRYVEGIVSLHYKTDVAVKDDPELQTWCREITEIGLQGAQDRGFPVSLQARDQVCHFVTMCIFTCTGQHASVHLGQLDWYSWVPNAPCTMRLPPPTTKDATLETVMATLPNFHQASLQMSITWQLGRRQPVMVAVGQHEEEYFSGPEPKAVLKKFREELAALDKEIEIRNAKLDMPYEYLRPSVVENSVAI
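40 nM 15hLO-1 + cpd, 15 min RT; start w/ 50 uM AA (final), 6 min RT; stop/detect w/ 200 uM XO + 300 uM Fe(II) in 50 mM H2SO4, 30 min; A573/A405. Buffer 25 mM Hepes pH 7.5, 0.01% Triton X-100. No-enzyme wells as negative control.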
Luciferase inh: firefly luciferase inhibition; P08659; purified firefly luciferase, luminescence, 8 min; Potency, µM (highest dose often 57.1 µM), for the others: at the top dose activity change, negative = inhibition, hits mostly inhibitors; 72,000 compounds, 2.2% hits; AID 411; note: potency is the fitted concentration of half-maximal effect; % is set by controls: 0 for no effect and ±100 for the full control effect; nearly all actives have a fitted effect of over 40% in size
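Titration-based qHTS; buffer 50 mM imidazole pH 7.2, 50 mM KCl, 7 mM MgCl2, 10 uM ATP, 0.01% Tween 20, 0.05% BSA; luciferase/luciferin detector mix added after compound; 8 min, ambient; luminescence.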
CRE-bla Fsk: alters forskolin-stimulated CRE reporter signaling in CHO cells; CHO CRE-bla reporter (cAMP response element driving beta-lactamase), forskolin EC10, beta-lactamase ratio; 71,000 compounds, 2.5% hits; Potency, µM (highest dose often 38.2 µM), without a hit: at the top dose activity change, negative = inhibition, usual class: activators; active = well fitted activation curve with a large enough effect in the signal ratio, with a control signal flat, not every such curve was filed as active; inconclusive = small, poorly fitted or top-dose-only effect, or effect the other way, or a change in a side signal; the % refers to the signal ratio; note: potency is the fitted concentration of half-maximal effect; % of control where 0% means no effect
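Modulation of forskolin signalling: compounds in titration series added with EC10 NKH 477 to CHO cells carrying a CRE-driven beta-lactamase reporter, 3 h, 37C. CCF4 FRET ratio (460/530 nm, ex 405 nm) gives %activity and AC50.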
ERK AVP block: vasopressin-driven ERK pathway inhibition | Potency, µM (series often up to 57.5 µM), without a hit: at the highest dose activity, negative = inhibition, usual class: inhibitors | 72,000 compounds, 0.99% hits | HEK293-V1b, vasopressin-stimulated pERK AlphaScreen; note: potency is the fitted concentration of half-maximal effect; % is set by controls: 0 for no effect and ±100 for the full control effect; nearly all actives have a fitted effect of over 55% in size
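Overnight-seeded V1b-HEK293 cells in 1% FBS got compound, then vasopressin (25 nM final, 5 min, 37C), then lysis buffer. AlphaScreen detection of phospho-ERK; activity normalized to basal and full-stimulation controls.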
Hsp90 Hop PPI: changes Hsp90-Hop TPR2A binding signal, up or down; 71,000 compounds, 0.44% hits; AlphaScreen TPR2A-His6 binding biotin-Hsp90 C-terminal peptide; Potency, µM (highest dose often 57 µM), without a hit: at the highest dose activity change, negative = inhibition; active = well fitted curve in either direction with a large enough effect; inconclusive = small, poorly fitted or top-dose-only effect, or another doubt; note: potency is the fitted concentration of half-maximal effect; % is set by controls: 0 for no effect and ±100 for the full control effect; many of its hits are not listed in these tables
DNA Pol III inh: inhibitors of bacterial DNA polymerase III holoenzyme; reconstituted DNA polymerase III holoenzyme replication, biochemical; Potency, µM (highest dose often 57.1 µM), inactives show at the top dose activity change, negative = inhibition; 71,000 compounds, 0.25% hits; note: potency is the fitted concentration of half-maximal effect; % is set by controls: 0 for no effect and ±100 for the full control effect
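Reconstituted *E. coli* holoenzyme (0.35 nM Pol III, 1 nM beta, 154 nM SSB, 2 nM primase) was preincubated with compound for 15 min at RT. Synthesis on 1.4 nM ssM13Gori ran 35 min, then was stopped with PicoGreen/EDTA and read as dsDNA fluorescence.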
UbGFP stabilizer: ubiquitin-GFP accumulation via proteasome inhibition | Ubiquitin-GFP reporter cells, proteasome inhibition, GFP fluorescence; response scale: untreated = 0%, 10 µM MG-132 = 100% | Potency, µM (series often up to 45.9 µM), for inactives: at the highest dose activation (GFP accumulation), hits mostly activators | 67,000 tested, under 10 active; active = well fitted activation curve with a large enough effect, not every such curve was filed as active; inconclusive = small, poorly fitted or top-dose-only effect, or another doubt; inactive = no such curve, though single readings can be large or run the other way; note: potency is the fitted concentration of half-maximal effect
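Proteasome blockade was scored as a rise in GFP-expressing U2OS cells carrying a ubiquitin(G76V)-GFP construct, imaged after 4 hr compound treatment at 37 °C across a 46 uM–2.9 nM series.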
GFP derepression: epigenetic GFP locus derepression in mouse cells; mouse C127i GFP locus derepression, cytometry, 30 h; Potency, µM (series often up to 46.1 µM), inactives show at the highest dose GFP derepression (activation); 68,000 compounds, 0.09% hits; AID 597; note: % of control where 0% means no effect
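Derepression screen: silenced CMV-GFP reporter in murine C127i cells, 30 h compound incubation at 37 C, washed cells imaged by laser-scanning cytometer to enumerate GFP-expressing objects of 20 to 120 um.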
HADH2 inhib: HADH2 (human) dehydrogenase inhibition; 73,000 compounds, 3.4% hits; Potency, µM (top dose mostly 57.1 µM), inactives show at the top dose activity change, negative = inhibition, actives largely listed as inhibitors; Q99714; recombinant HADH2, NADH fluorescence, beta-hydroxybutyryl-CoA; AID 886; note: potency is the fitted concentration of half-maximal effect; % is set by controls: 0 for no effect and ±100 for the full control effect; nearly all actives have a fitted effect of over 60% in size; many of its hits are not listed in these tables
Target sequence (Q99714 whole entry, looked up, one chain of several): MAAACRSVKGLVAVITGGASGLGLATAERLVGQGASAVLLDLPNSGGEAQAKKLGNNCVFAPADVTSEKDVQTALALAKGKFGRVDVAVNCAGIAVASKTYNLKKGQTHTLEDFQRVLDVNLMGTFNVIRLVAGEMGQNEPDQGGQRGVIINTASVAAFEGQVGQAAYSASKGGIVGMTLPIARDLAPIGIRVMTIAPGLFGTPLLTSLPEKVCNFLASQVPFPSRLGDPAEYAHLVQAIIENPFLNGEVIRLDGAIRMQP
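NADH fluorescence (ex 360/em 450 nm) read every 30 s for 4 min; activity taken as last-minus-first time point difference. Enzyme 20 nM, NAD+ 1 mM, beta-hydroxybutyryl-CoA 90 uM, pH 9.0 Tris buffer.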
HBB splicing: alters splicing of the hemoglobin beta chain; 65,000 compounds, 0.06% hits; HBB splicing reporter cell assay, activation; EGFP reporter with mutant IVS2-654 intron; response scale: normalised to 500 nM splice-correcting PNA; Potency, µM (doses to about 46.1 µM), for inactives: at the highest dose activation, usual class: activators; note: potency is the fitted concentration of half-maximal effect; 0% is about no effect
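HeLa cells stably expressing EGFP interrupted by mutant beta-globin intron 2 (IVS2-654), 500/well in 2% FCS. Treated with compound for 2 days at 37C. Splicing correction scored as total well GFP intensity (488 nm excitation, 500-520 nm emission); 500 nM antisense PNA served as control.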
Active calls of the source: *; ? = inconclusive; / = not tested or not shown; [ ] = remark or other dose. Unless noted, calls come from the whole dose curve; as a rule, active = well fitted curve in the direction sought with a large enough effect; inconclusive = small, poorly fitted or top-dose-only effect, or another doubt; inactive = no such curve, though single readings can be large; an effect the other way counts as inactive or inconclusive. Not all compounds are listed, so the mix of outcomes need not match the whole.

SMILES	Tau filament bind	15-hLO inh	Luciferase inh	CRE-bla Fsk	ERK AVP block	Hsp90 Hop PPI	DNA Pol III inh	UbGFP stabilizer	GFP derepression	HADH2 inhib	HBB splicing
COCCn1c(=O)c(-c2ccc(OC)cc2)nc2cnc(Oc3cccc(Cl)c3)nc21	7.0%	-0.2%	-1.3%[11.4 µM]	?	8.5%	-0.7%	-5.8%	1.1%	-2.7%[9.22 µM]	3.4%	1.0%
CCn1cc(C(=O)N2CCc3ccccc32)c(=O)c2cc(S(=O)(=O)N3CCOCC3)ccc21	-1.5%	-4.2%	0.1%	-7.8%	-2.3%	-12.8%	8.3%	-5.4%	1.8%	-2.7%	-0.3%
COCCNC(=O)CN(C)S(=O)(=O)c1ccc2c(c1)OCCO2	-5.8%	5.0%	-0.6%	-2.8%	-4.1%	-0.9%	-11.5%	3.3%	-2.3%	5.9%	0.6%[57.5 µM]
CC(C)Cc1cc(C(=O)NCc2ccco2)no1	-7.7%	3.6%	-15.8%	4.3%	3.2%	-1.1%[2.3 µM]	-2.0%	-13.1%	/	5.5%	-0.5%
COc1ccc2[nH]cc(CCNc3nc(-c4ccccc4OC)nc4ccccc34)c2c1	2.51µM*	?	-1.8%[2.29 µM]	?	?	-19.9%	-4.4%	4.9%	2.3%[9.22 µM]	-7.9%	-1.9%
O/N=C1/CCCCC1c1ccccn1 (centres undefined)	3.1%	-2.9%	3.8%	-3.7%	-13.4%	-12.8%	2.4%	/	-0.5%	-0.8%	0.3%[0.369 µM]
O=C(OCc1cc2ccccc2[nH]c1=O)c1ccco1	41.9%	-12.2%	1.1%	3.1%	-2.2%	-0.1%	-4.1%	5.2%	2.1%	14.2%	-1.6%[57.5 µM]
CSc1nc(N)nc(SC2C=CCCC2)c1C#N (centres undefined)	128.3%	-7.8%	-2.0%	12.6µM*	-11.0%	0.9%	3.8%	0.0%	4.3%	1.1%	-0.2%
CC(=O)Nc1ccc(S(=O)(=O)Nc2nccc(C3Cc4ccccc4C(=O)O3)n2)cc1 (centres undefined)	2.9%	5.3%	1.9%	-0.6%	-15.0%	-2.5%	1.4%	5.7%	2.1%	4.7%	-1.2%
Cc1ccccc1-c1ccc(C=Nc2c(C)n(C)n(-c3ccccc3)c2=O)o1	1.3%	-27.6%	15.8µM*	-24.3%	-5.8%	?	-5.4%	-3.3%	-4.0%	-10.4%	2.5%
Cc1csc(C(C#N)C(=O)c2ccncc2)n1 (centres undefined)	-19.7%	-22.1%	-1.6%	?	8.6%	-6.3%	-3.0%	-6.7%	0.0%	?	4.1%
CC(C)c1nc(SCC(=O)NCc2ccccc2)n[nH]1	-9.4%	8.6%	4.8%	?	5.8%	-3.2%	-5.3%	-0.1%	0.0%	3.5%	-3.7%
CCn1cc(C(=O)N2CCOCC2)c(=O)c2cc(S(=O)(=O)N(C)C3CCCCC3)ccc21	-4.5%	5.9%	2.9%	-0.8%	0.5%	-6.2%[2.3 µM]	-1.1%	-4.3%	/	-7.3%	0.4%
Cc1cc2nnc(SCc3ccccc3)n2c(N)n1	-8.0%	0.3%	0.2%	-4.7%	-6.7%	0.6%	-1.8%	12.6%	-1.0%	-0.8%	1.6%
CCN(CCCNC(=O)C1CCN(S(=O)(=O)N2CCC3(CC2)OCCO3)CC1)c1ccccc1	5.1%	3.0%	-0.3%	-2.0%	21.4%	-3.3%	-4.1%	-4.6%	0.0%	-5.1%	-2.5%
CC(=O)N1CCc2cc(S(=O)(=O)CCC(=O)Nc3ccc4c(c3)OCCO4)ccc21	-47.6%	-4.9%	-2.1%	13.8%	8.6%	-4.7%	-0.9%	7.5%	0.0%	-11.4%	0.8%
Cc1noc(C)c1C(=O)N1CCN(c2ncccn2)CC1	-5.6%	6.3%	1.2%	1.3%	-1.6%	0.3%	-2.4%	-1.1%	-1.0%	2.2%	-3.7%
COC(=O)c1cc(Br)c(=O)n(Cc2ccc(C(=O)O)cc2)c1	-6.8%	-0.7%	4.7%	5.2%	-0.5%	-3.9%	-0.3%	1.7%	1.6%	-5.9%	1.1%[0.369 µM]
COc1ccc(CN2C(=O)c3cccnc3C2Nc2cc(Cl)ccc2OC)cc1 (centres undefined)	-4.7%	15.8µM*	1.5%	-24.2%	-10.5%	-12.5%	-1.8%	15.0%	2.6%	-17.0%	-0.3%
CCOc1ccc(N2CC(O)Cn3c2nc2c3c(=O)n(CCCc3ccccc3)c(=O)n2C)cc1 (centres undefined)	-10.0%	-12.2%	2.3%	-6.7%	?	-5.9%	-2.7%	/	-2.1%	3.8%	0.2%[0.369 µM]
Cc1cc(-c2ccccc2)c(C#N)c(SCC(N)=O)n1	-11.6%	11.0%	-1.7%	?	-14.5%	1.5%	-3.3%	1.1%	1.0%	0.7%	-0.2%[57.5 µM]
O=S(=O)(Nc1ccc2c(c1)OCCO2)c1cccc2cccnc12	-3.9%	-11.0%	-0.3%	11.8%	-15.5%	1.2%	-1.8%	-7.2%	0.0%	4.9%	-0.7%
CCOC(=O)N1CCN(C(=O)C2CC(=O)N(Cc3ccc(OC)cc3)C2)CC1 (centres undefined)	-0.7%	6.2%	0.1%	4.8%	4.5%	-2.1%	-2.5%	9.7%	0.1%	2.8%	-0.7%
Cc1nc2c(C(=O)O)cnn2c(C)c1Cc1ccccc1F	0.1%	2.3%	3.1%	-18.9%	5.6%	-1.0%	-2.0%	4.8%	-2.6%	-1.5%	2.2%
CC1CCN(c2nc3c(c(=O)n(C)c(=O)n3C)n2CCSc2nc3ccccc3s2)CC1	-2.8%	-1.2%	4.9%	4.3%	-11.9%	-2.4%	-6.7%	19.2%	-2.1%	8.6%	5.1%[1.84 µM]
COc1ccc(N2CCN(C(=O)c3sc4nc(-c5ccc(F)cc5)cn4c3C)CC2)cc1	16.1%	2.8%	2.4%	-1.2%	/	-3.0%	-9.1%	12.2%	/	-2.7%	0.1%
CCc1ccc(Nc2ncc3c(n2)CC(c2ccco2)CC3=O)cc1 (centres undefined)	27.6%	-6.3%	-2.6%	?	-13.8%	0.1%	-1.2%	13.6%	0.0%	-8.9%	1.8%[1.84 µM]
CCOC(=O)N1CCN(c2ncnc3c2oc2nc(CC(C)C)c4c(c23)CCC4)CC1	9.9%	2.6%	1.7%	-0.2%	5.8%	-3.0%	2.6%	6.1%	2.6%	1.5%	2.7%[57.5 µM]
Cn1c(/C(C#N)=C/C2CC=CCC2)nc2ccccc21 (centres undefined)	8.6%	-0.2%	-1.9%	-0.5%	-10.0%	-3.7%	3.2%	0.2%	0.0%	0.1%	/
COC(=O)c1ccc(C2C(C(=O)Nc3ccccc3C)=C(C)Nc3ncnn32)cc1 (centres undefined)	-0.4%	9.0%	-1.1%	-1.6%	4.6%	-2.2%	1.1%	7.5%	-2.0%	-1.7%	2.3%[1.84 µM]
Cc1cc(N2CCCc3ccccc32)n2ncnc2n1	4.1%	-17.7%	1.3%	7.2%	-2.7%	-1.2%	-0.9%	0.0%	0.0%	-8.8%	-0.4%
O=C(O)CCCC(=O)N1CCc2cc(S(=O)(=O)N3CCc4ccccc43)ccc21	-7.4%	11.5%	0.7%	-2.2%	/	-2.3%	-2.8%	-2.4%	/	2.4%	0.5%
Cc1noc(/C=C/N(C)C)c1S(=O)(=O)N1CCCC(C(=O)NCc2ccccc2Cl)C1 (centres undefined)	64.8%	-8.6%	-3.0%	-12.3%	11.6%	-10.4%	-2.8%	1.2%	-2.9%	-7.6%	-0.4%
Cc1cccc(CSc2nnc(Cn3c(=O)sc4ccccc43)n2C)c1	28.6%	-0.3%	0.6%	-3.1%	0.4%	-0.7%	-1.0%	2.9%	0.0%	2.3%	-0.4%
CCC(C)n1c(C)nc2c(c1=O)c1nc3ccccc3nc1n2-c1ccc2c(c1)OCCO2 (centres undefined)	-21.0%	-4.1%	1.7%	?	-5.4%	-2.9%	-5.9%	0.0%	6.4%	0.2%	-2.3%[57.5 µM]

Compound activity: PubChem, National Center for Advancing Translational Sciences (NCATS)
